MEKK2 mut-MEK5: signal of MEK5 binding to mutant human MEKK2 PB1 domain | bead flow cytometry, Alexa488-MEK5 binding to MEKK2 mutant | 290,000 tested, 0.35% active | percent response, % at 10 µM | AID 1530; in the data active = percent response above about 24%, passing the limit was not always enough; note: inactives centre near 1; some results filed as inactive read as strong as hits
VIM-2 inhibitor: blocks Pseudomonas aeruginosa VIM-2 metallo-beta-lactamase; purified VIM-2, nitrocefin hydrolysis, epi-absorbance fluorescence; inhibition, % at 5.6 µM; 290,000 tested, 0.89% active;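 active = inhibition above the mean of all tested compounds plus 3 SD, cutoff set per screening run, cut at about 7.5% in these data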;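 note: red hydrolysis product quenches plate fluorescence so inhibitors raise well fluorescence; 0% = enzyme with DMSO and 100% = DMSO without enzyme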
NS3 helicase inh: blocks Hepatitis C virus NS3 helicase unwinding; NS3 helicase DNA unwinding, Cy5 molecular beacon fluorescence; inhibition, % at 10.9 µM; 290,000 tested, 0.56% active; AID 1800;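 active = inhibition above the mean of all tested compounds plus 3 SD, set per campaign, cut at about 35% in these data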;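 note: 0% = DMSO wells and 100% = thioflavine S control wells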
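Compound dosing – single dose, 10.9 µM nominal final, DMSO 0.8% final · System – NS3 helicase fragment of HCV · Buffer or medium – MOPS pH 6.5, MgCl2, DTT, Tween20, BSA · Signal – Cy5 beacon fluorescence read at start and 1 h · Also added – annealed dual-labelled DNA beacon duplex, ATP-started · Schedule – 1 h at 25 °C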
NALP1 yeast inh: NALP1 inhibition; S. cerevisiae NALP1/ASC/caspase-1 growth, X-gal OD620, 72 h; inhibition, % at 10 µM; 280,000 tested, 0.61% active; in the data active = inhibition mostly above about 24%, no sharp cut-off; inactive = mostly below about 32%; note: some compounds called inactive have numbers as strong as hits
UBC9 SUMO inh: blocks human SUMOylation mediated by UBC9. 290,000 tested, 0.36% active. P63279. inhibition, % at 35 µM. HTRF SUMOylation assay, SAE1/SAE2 + UBC9, in vitro. AID 2006; in the data active = inhibition above about 50%, passing the limit was not always enough; note: strong numbers were not always called active
Target sequence (P63279 whole entry, looked up): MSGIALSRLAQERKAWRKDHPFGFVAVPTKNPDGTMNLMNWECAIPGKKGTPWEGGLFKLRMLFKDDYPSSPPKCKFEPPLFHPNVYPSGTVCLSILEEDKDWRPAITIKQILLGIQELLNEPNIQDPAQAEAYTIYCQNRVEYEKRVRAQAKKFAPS
MEKK2wt PB1 HTS: raises or lowers MEK5 binding to wildtype human MEKK2 PB1 domain | Q9Y2U5 | bead flow cytometry, Alexa488-MEK5 binding to MEKK2 WT; actives lie on both sides | binding response (% of control), % at 10 µM | 290,000 tested, 1.1% active | AID 1531; in the data active = binding response below about 67% or above about 130%
DNA FID counter: fluorescent intercalator displacement, NS3 helicase counter-screen; DNA fluorescent intercalator displacement, fluorescence; inhibition, % at 7.9 µM; 290,000 tested, 0.17% active; AID 1845; in the data active = inhibition above about 37%;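 note: 0% = vehicle and 100% = reference compound; higher means more ethidium bromide displaced from hairpin DNA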
IMP-1 inh: inhibitors of Pseudomonas aeruginosa IMP-1 metallo-beta-lactamase | purified IMP-1, nitrocefin hydrolysis, epi-absorbance fluorescence | inhibition, % at 5.6 µM | 290,000 tested, 0.45% active | AID 1556;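 active = inhibition above the mean plus 3 SD of all compounds in the same screening run, cut at about 4.5% in these data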;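 note: 0% = IMP-1 with DMSO and 100% = DMSO wells lacking enzyme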
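Test system: recombinant IMP-1 enzyme, purified / Medium: HEPES buffer pH 7.1 with ZnSO4 and Brij 35 / Doses: single dose, 5.6 µM / Times: 25 °C, 15 min preincubation, 25 min reaction / Detection: Epi-absorbance via hydrolysed-nitrocefin quenching of white-plate fluorescence, 480/530 nm, EDTA stop / Evaluation: percent inhibition from optical density relative to buffer-blank wells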
PfM18AAP inh: PfM18AAP enzyme inhibition | recombinant PfM18AAP, H-Glu-NHMec fluorogenic cleavage | inhibition, % at 7.35 µM | 290,000 tested, 1.2% active;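 active = inhibition above the campaign mean inhibition over all tested compounds plus 3 SD, cut at about 28% in these data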;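 note: 0% = plate median of test compound wells and 100% = 2 mM ZnCl2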
An asterisk follows results filed as active; nt = no result given.

SMILES	MEKK2 mut-MEK5	VIM-2 inhibitor	NS3 helicase inh	NALP1 yeast inh	UBC9 SUMO inh	MEKK2wt PB1 HTS	DNA FID counter	IMP-1 inh	PfM18AAP inh
CCc1ccc(S(=O)(=O)/N=C2/C=C(Sc3ncn[nH]3)C(=O)c3ccccc32)cc1	0	-1.6	21	59	92*	99	-6	-2.8	47*
CNC(=S)NN(C)c1nc(C)cc(C)n1	-2	-6.2	4	28	4	94	-4	-3.4	2
COc1ccc(CCC(C)Nc2cccc(F)c2)cc1 (stereo not drawn)	-3	-6.4	3	11	14	98	-6	-2.4	2
Cc1cc(N/C(=N/S(=O)(=O)c2ccc(F)cc2)c2ccccc2)n(-c2ccccc2)n1	-12	0.5	-8	-4	-3	89	-35	-2.1	0
O=C(O)c1cc(-c2ccccc2Cl)n[nH]1	3	-5.3	-1	3	-5	108	0	-4.5	6
Cc1ccc(S(=O)(=O)N2CCN(C(=O)CN3CCCC3)C2)cc1	-2	-0.3	-1	nt	0	98	8	-4.2	0
O=C(O)C1Cc2ccccc2CN1S(=O)(=O)c1ccccc1 (stereo not drawn)	1	-0.8	-10	nt	10	96	-8	-0.2	-19
O=C(CSCc1cccc(Br)c1)N/N=C/c1ccc2c(c1)OCO2	-7	-1.9	-6	13	-26	88	-8	-1.3	7
COC(OC)c1ccnc(-c2ccc(OC(=O)c3ccccc3)cc2)n1	2	-1.9	-9	-12	-6	103	-20	-4.3	0
COc1ccc(-n2c(NCCN(C)C)nc3sc4c(c3c2=O)CCCCC4)cc1	11	-3.9	-29	14	-10	115	16	-5.6	1
OC1(c2ccc3ccccc3c2)CCN(Cc2ccccc2)C1 (stereo not drawn)	28*	-1.5	-2	5	11	130	9	0.5	1
Cc1ccc(CNS(=O)(=O)c2c(C)[nH]c(=O)[nH]c2=O)cc1	4	-2.6	4	6	12	101	-3	-2.8	5
O=C(CSc1nc2ccccc2c(=O)[nH]1)N1CCN(S(=O)(=O)c2ccccc2)CC1	-5	-3.7	8	-5	-5	98	-18	-3.1	4
Cn1cc(C(=O)N/N=C/c2c(O)ccc3ccccc23)ccc1=O	-6	-1.6	2	-11	7	96	-6	-0.4	3
Nc1nc(NC(=O)c2ccc(Cl)cc2)nn1-c1ccccc1	1	1.2	-4	13	5	100	-8	-2.8	-1
Cc1ccc(C(=O)NC(=S)NCc2cccnc2)cc1C	-2	-1.4	6	-9	15	98	-17	-0.1	-8
Nc1cccc2c(=O)c3ccccc3[nH]c12	-7	2.2	25	20	9	92	-6	-2.1	29*
O=C(c1ccc2c(c1)OCCO2)C1CCN(S(=O)(=O)c2ccc(F)cc2)CC1	8	-2.8	0	4	-6	106	-5	-2.3	11
COc1ccc2nc(NC(=O)C3CCCN(S(=O)(=O)c4cccc5nonc45)C3)sc2c1 (stereo not drawn)	14	-2.2	-54	7	-4	105	-1	-3.0	1
O=C(NCCN1CCCC1)c1ccc2c(c1)N(Cc1ccc(F)cc1)C(=O)c1ccccc1S2=O (stereo not drawn)	14	1.0	-30	14	3	117	14	0.1	-9
Cc1ccc(NC(=O)COC(=O)C2CC(=O)N(Cc3ccccc3)C2)cc1F (stereo not drawn)	-14	-0.9	-11	26	6	84	-17	-1.4	-2
CCC(C)(C)n1nnnc1C(c1ccc(C)cc1)N(Cc1ccco1)Cc1cccs1 (stereo not drawn)	2	-1.9	4	11	19	106	-6	-2.6	-4
C=C(C)c1cccc(C(C)(C)NC(=O)N2CCOCC2)c1	-1	-2.7	2	-6	19	100	-2	-9.2	-7
CCc1nnc(N/N=C/c2ccccc2Cl)n1N	-3	0.9	4	1	-10	99	5	-3.2	39*
CC(/C=N/NC(=O)c1ccncc1)=C\c1ccccc1	7	0.3	8	5	-23	113	-5	-0.5	-5
SMILES	MEKK2 mut-MEK5	VIM-2 inhibitor	NS3 helicase inh	NALP1 yeast inh	UBC9 SUMO inh	MEKK2wt PB1 HTS	DNA FID counter	IMP-1 inh	PfM18AAP inh
Cc1ccc(NC(=O)CN2CCN(C(=O)c3ccco3)CC2)cc1	-3	-1.0	-5	8	5	95	-10	-1.5	-2
O=C(CNC(=O)c1ccccc1F)N/N=C/c1cc(Br)ccc1OC(=O)/C=C/c1ccco1	-1	-2.3	5	25	35	100	-7	-4.0	2
Cc1cc(-c2nnc(CCC(=O)N(C)Cc3cccc4ccccc34)o2)no1	-9	-1.4	-3	-3	10	88	-28	-3.0	3
O=C(O)c1cc([N+](=O)[O-])c(N2CCCC2)c([N+](=O)[O-])c1	1	-3.2	-13	16	-5	97	-3	-1.9	38*
CC1(C)Cc2c(sc(N)c2C#N)C(C)(C)N1	-8	-3.1	-8	8	18	96	4	-3.0	17
O=S(=O)(Nc1nc2ccccc2nc1-[n+]1cccc(N=C([O-])c2ccc(Cl)cc2)c1)c1ccccc1	-13	-0.5	0	15	17	90	-9	-1.7	-10
O=C1NC(Cc2c[nH]c3ccccc23)C(=O)N1CCOc1ccccc1 (stereo not drawn)	4	-3.7	7	12	-22	99	-2	-2.6	0
Nc1nnc(-c2ccc(Cl)cc2)s1	2	-2.0	2	-2	-1	94	0	-3.7	-5
COc1ccccc1Nc1nc(-c2ccc3c(c2)NC(=O)CO3)cs1	-2	-2.6	-8	-9	-10	96	-11	-2.0	3
C1CNC(C23CC4CC(CC(C4)C2)C3)=N1	-1	-1.5	5	33	4	107	2	-2.8	2
O=C(CSc1ccncc1)Nc1ccc(S(=O)(=O)Nc2nccs2)cc1	3	-2.8	-6	-1	10	103	-2	-2.8	3
O=C(CCNC(=O)c1ccc(Cl)cc1)Nc1c(F)c(F)cc(F)c1F	-2	-1.4	-16	21	1	100	4	-0.4	-2
CCC(C(=O)N1CCN(C(=O)c2ccco2)CC1)n1sc2ccccc2c1=O (stereo not drawn)	2	-2.1	-1	-2	-3	99	-36	-2.5	-5
O=C(N/N=C/c1cccs1)C(=O)N1CCCC1	-2	-1.7	2	-4	9	100	0	-1.6	-11
COc1ccc(C(=O)N2CCC(n3nccc3NC(=O)C3CCOC3)CC2)cc1 (stereo not drawn)	-2	1.4	10	16	19	99	-1	1.4	-10
CC(=O)Nc1ccc2nc(C3CC3)n(Cc3ccc(Cl)cc3)c(=O)c2c1	-10	-2.4	-18	1	2	83	-10	-4.3	4
CCOC(=O)c1[nH]c2ccccc2c1NC(=O)CC(C)C	11	nt	nt	1	-12	104	nt	nt	nt
Cc1cc(CN(C)C(=O)C2CCC(=O)N(CCc3cccc(F)c3)C2)on1 (stereo not drawn)	2	-1.9	3	-57	25	100	-11	-1.7	-5
COC(=O)C1(c2ccccc2)NC(c2cccs2)C2C(=O)N(c3ccccc3)C(=O)C21 (stereo not drawn)	1	-1.1	6	nt	nt	101	-5	1.6	-10
Cc1nn(C)c(C)c1CNC(=O)Nc1ccc2c(c1)OCO2	-10	-1.3	-5	5	8	100	0	0.1	-6
O=C(NCCCn1ccnc1)c1ccc(C(F)(F)F)cc1	0	-4.5	-1	-2	-13	105	-1	-2.2	0
CCc1nc2ccccc2c(NC(=O)CN2CCC(C)CC2)c1C	3	-2.7	1	9	-5	103	5	0.0	20
CCc1c(C(=O)Nc2ccc(S(=O)(=O)N3CCOCC3)cc2)csc1C	5	-1.4	-15	30	-12	106	-22	-0.7	-5
CN(C(=O)Nc1ccccc1)C1CCCCC1	3	-4.0	7	nt	-2	98	-4	-2.0	-2
OC(CN1C2=NCCN2c2ccccc21)c1ccc2c(c1)OCO2 (stereo not drawn)	nt	0.7	-11	8	13	nt	11	0.1	-12
SMILES	MEKK2 mut-MEK5	VIM-2 inhibitor	NS3 helicase inh	NALP1 yeast inh	UBC9 SUMO inh	MEKK2wt PB1 HTS	DNA FID counter	IMP-1 inh	PfM18AAP inh
CCSC1=N/C(=C\c2ccc(C(=O)O)cc2)C(=O)S1	1	-1.8	2	16	22	110	0	-1.7	-1
Cc1ccnc(NS(=O)(=O)c2ccc(NC(=O)c3ccc(S(=O)(=O)N4CC(C)OC(C)C4)cc3)cc2)n1 (stereo not drawn)	-3	-3.8	0	20	2	90	-22	-3.1	2
O=c1c2ccccc2c(/C=N/NS(=O)(=O)c2ccccc2)c(O)n1-c1ccccn1	-1	-4.7	7	-8	10	100	1	-4.0	5
CN(C)S(=O)(=O)c1ccc(S(=O)(=O)N2CCCC(C(=O)NC3CCCC3)C2)cc1 (stereo not drawn)	1	0.5	8	15	22	94	-8	-0.6	0
CC(C)(C)[C@@H]1C=C(C(=O)NC2CC2)O[C@H](OCc2ccc(CO)cc2)C1	11	-1.7	-4	4	0	112	-27	-2.3	-3
C=CCN1C(=O)CSC1=Nc1ccc(NC(C)=O)cc1	-3	0.3	11	1	3	99	-5	-1.5	-3
Cc1oc(-c2cccs2)nc1CN1CCC(CO)(CCOc2ccccc2)CC1	-8	-3.5	-2	6	-9	110	22	-2.5	-8
Cc1cc(C)cc(NC(=O)Cc2ccc(-n3cccc3)cc2)c1	-2	-2.3	12	38	4	90	-6	-6.0	-2
O=C(CN(C(=O)c1csnn1)c1cccc2c1CCCC2)NCc1ccc(F)cc1	-1	-4.0	-6	1	14	99	-36	-1.9	11
CC1CN(c2ccc(Cl)cc2[N+](=O)[O-])CCN1S(C)(=O)=O (stereo not drawn)	-14	0.9	9	4	11	84	-2	0.1	1
Cc1ccc(S(=O)(=O)NC2CCCC2)cc1C(N)=O	8	-2.1	-5	6	5	108	-5	-2.6	1
Nc1cc(N)nc(SCCOc2ccccc2F)n1	1	-1.7	-9	12	11	97	1	-3.2	-7
Cc1cc(C)c2c(CC(=O)Nc3nccs3)coc2c1	-3	-2.8	1	16	11	98	-1	-2.8	10
CCOc1cc2[nH]c(=S)n(Cc3ccc(C(=O)NCCN(CC)CC)cc3)c(=O)c2cc1OCC	29*	-3.4	-61	-14	5	126	29	-4.1	2
CN(C)S(=O)(=O)c1cccc(-c2nn(-c3ccccc3)cc2/C=C2\SC(=S)NC2=O)c1	0	-2.7	32	21	nt	77	-13	-0.2	-2
O=C(O)c1ccc(Cl)c(S(=O)(=O)Nc2ccc3cn[nH]c3c2)c1	-1	-3.8	9	-4	-1	99	-5	-3.0	6
CCc1nc(Cl)c(C#N)c2c1CCCC2	0	0.2	12	21	-3	103	5	-0.3	-7
CC1=C(C(=O)OCC2CCCO2)C(c2ccsc2)C2=C(CCCC2=O)N1 (stereo not drawn)	4	-1.6	12	-2	12	100	-12	-1.6	-4
CCOC(=O)C(=O)N(Nc1ccc(C)cc1)c1ccc(C)cc1	2	-2.5	11	-7	-10	98	-30	-2.4	8
COP(=O)(OC)c1nc(-c2ccccc2)oc1N1CCOCC1	-2	-3.2	2	15	-9	97	-5	-1.4	3

Screening data: PubChem BioAssay, several laboratories

The order is random (roughly 4.7% active in at least one column).
